From PubChem
Caspase-1 inhib – allosteric or competitive inhibitors of human caspase-1. Caspase-1 enzyme, Ac-WEHD-AFC fluorogenic rate. P29466. actives 0.03% (n = 75,000). Potency, µM (doses to about 57.5 µM), without a hit: at the highest dose activity change, negative = inhibition, hits mostly inhibitors. AID 900;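 further: potency means the concentration at half of the fitted maximal effect; plate controls were vehicle for no effect and no substrate for full effect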
Rhodamine autofl – compound autofluorescence in rhodamine spectral region; Rhodamine-region fluorescence, 547/598 nm, Tris buffer; active compounds read high; max dye-equivalent concentration, M; AID 594; actives 0.05% (n = 59,000); in the data active means max dye-equivalent concentration above about 11 nM; inconclusive means between about 1.1 nM and that limit
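Compound fluorescence in 100 mM Tris, pH 8.0, read after 15 min at room temperature with 547 nm excitation and 598 nm emission. Output is dye-equivalent concentration from an on-plate rhodamine standard series.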
4-MU autofl – compounds fluorescent in 4-MU spectral region; compound autofluorescence, 340/450 nm, 4-MU equivalents; active compounds read high; max dye-equivalent concentration, M; actives 11% (n = 59,000); AID 589; in the data active means max dye-equivalent concentration above about 10 nM; inconclusive means mostly about 1.1 nM to 9.6 nM
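Compounds in 100 mM Tris, pH 8.0, incubated 15 min at room temperature, then fluorescence read at 340 nm excitation/450 nm emission. Signal converted to 4-MU dye-equivalent concentration using an on-plate six-point 4-MU standard curve.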
Fluorescein fluor – compound fluoresces in the fluorescein spectral region; max fluorescein-equivalent concentration, M; Compound autofluorescence, 480/540 nm, fluorescein-equivalent; active compounds read high; actives 0.91% (n = 59,000); in the data active means max fluorescein-equivalent concentration above about 10 nM; inconclusive means between about 1.1 nM and that limit
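Spectral profiling of library compounds in the fluorescein window (480 nm excitation, 540 nm emission) after 15 min at room temperature in pH 8.0 Tris (100 mM). Values are dye-equivalent concentrations.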
USP2a inh – blocks human ubiquitin-specific protease USP2a. USP2a enzymatic assay, qHTS inhibition. O75604. actives 0.1% (n = 60,000). AID 927. Potency, µM (doses to about 38.3 µM), without a hit: at the top dose activity change, negative = inhibition, most hits filed as inhibitors;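 further: potency means the concentration at half of the fitted maximal effect; nearly all actives have a fitted effect of over 60% in size; plate controls were DMSO for no effect and NEM full inhibition control for full effect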
Target sequence (O75604 whole entry, looked up): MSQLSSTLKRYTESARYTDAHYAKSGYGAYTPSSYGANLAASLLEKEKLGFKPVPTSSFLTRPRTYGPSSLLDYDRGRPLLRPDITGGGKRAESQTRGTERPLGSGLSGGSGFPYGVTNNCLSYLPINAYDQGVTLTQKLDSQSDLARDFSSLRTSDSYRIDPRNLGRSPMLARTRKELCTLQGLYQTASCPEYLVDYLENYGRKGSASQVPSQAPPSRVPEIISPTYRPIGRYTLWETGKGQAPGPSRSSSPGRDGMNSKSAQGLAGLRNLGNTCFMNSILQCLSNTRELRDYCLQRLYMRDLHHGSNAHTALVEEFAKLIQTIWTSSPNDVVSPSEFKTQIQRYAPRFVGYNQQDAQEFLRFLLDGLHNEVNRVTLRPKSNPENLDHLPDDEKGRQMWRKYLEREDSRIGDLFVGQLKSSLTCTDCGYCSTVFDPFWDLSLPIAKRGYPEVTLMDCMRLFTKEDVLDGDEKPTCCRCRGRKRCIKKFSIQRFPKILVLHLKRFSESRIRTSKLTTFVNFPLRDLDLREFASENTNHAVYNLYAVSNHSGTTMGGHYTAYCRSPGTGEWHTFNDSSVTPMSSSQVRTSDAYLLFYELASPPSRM
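USP2 core (20nM final) preincubated 30 min RT with compound, then Ub-PLA2 20nM and NBD C6-HPC 20uM final added; buffer 20mM Tris-HCl pH 8.0, 2mM CaCl2. Fluorescence Ex 460/Em 535 read at 0 and 2.5 h; normalized to NEM.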
Caspase-7 inhib – caspase-7 (human) inhibition, allosteric or competitive; AID 889; P55210; Potency, µM (series often up to 57.5 µM), for inactives: at the highest dose activity change, negative = inhibition, actives largely listed as inhibitors; recombinant caspase-7, Ac-DEVD-AFC fluorescence rate; actives 0.02% (n = 75,000); active means well fitted inhibition curve with a large enough effect in the main read-out, with a control signal flat, not every such curve was filed as active; inconclusive means small, poorly fitted or top-dose-only effect, or a change in a side signal; further: potency means the concentration at half of the fitted maximal effect; % of control where 0% means no effect
Target sequence (P55210 24-198 limits assumed): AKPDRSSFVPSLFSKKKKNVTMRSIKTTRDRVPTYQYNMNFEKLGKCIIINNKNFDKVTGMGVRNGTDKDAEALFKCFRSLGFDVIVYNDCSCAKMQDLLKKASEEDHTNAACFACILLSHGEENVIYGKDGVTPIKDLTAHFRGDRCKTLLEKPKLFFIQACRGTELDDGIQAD
Target sequence (P55210 207-303 limits assumed): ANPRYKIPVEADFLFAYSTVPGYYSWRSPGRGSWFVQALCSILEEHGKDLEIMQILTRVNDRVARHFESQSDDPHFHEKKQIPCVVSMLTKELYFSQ
TexasRed autofl – compounds fluorescent in Texas Red spectral region. max dye-equivalent concentration, M. actives 0.06% (n = 59,000). Compound fluorescence, Texas Red channel, 547/618 nm; active compounds read high. AID 587; in the data active means max dye-equivalent concentration above about 10 nM; inconclusive means between about 1.1 nM and that limit
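Fluorescence at ex 547/em 618 nm, normalized against an on-plate Texas Red standard series to give dye-equivalent concentration per compound concentration. Buffer 100 mM Tris, pH 8.0; 15 min RT incubation before CCD imaging.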
BRCT inh red – inhibitors of human BRCA1 BRCT-phosphoprotein interaction (red fluorophore); BRCT-phosphopeptide binding, red fluorescence polarization; Potency, µM (doses to about 76.9 µM), for inactives: top-dose activity change, negative = inhibition, hits mostly inhibitors; actives 0.03% (n = 75,000); further: on the % scale 0 is the no-effect control and ±100 the full control effect
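Fluorescence polarization: 100 nM His-tagged BRCA1 BRCT with 100 nM TAMRA-labelled phospho-BACH1 decapeptide, phosphate buffer pH 7.3 with 150 mM NaCl, DTT, 0.01% Tween 20; 12 min RT. Binding inhibition seen as FP decrease.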
HEK293 cAMP ctrl – raises cAMP in parental HEK293 cells, TSHR agonist counter-screen. parental HEK293 CNG cAMP sensor, membrane potential fluorescence. Potency, µM (titrated, usually from 57.1 µM), for inactives: at the highest dose activation, hits mostly activators. actives 2.5% (n = 73,000). AID 938; further: potency means the concentration at half of the fitted maximal effect; % of control where 0% means no effect; nearly all actives have a fitted effect of over 55% in size
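Parental HEK 293 cells stably expressing a modified CNG channel (no TSHR) report cAMP rise as membrane depolarization. Membrane potential dye with 100 uM RO 20-1724 was loaded for 60 min at room temperature, then compound added for 30 min; fluorescence read at 590 nm.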
A350 autofl – A350 region autofluorescence; Compound autofluorescence, 340/450 nm, Alexa 350 dye-equivalents; active compounds read high; max dye-equivalent concentration, M; actives 11% (n = 59,000); AID 590; in the data active means max dye-equivalent concentration above about 10 nM; inconclusive means mostly about 1.1 nM to 9.6 nM
BRCT PPI green – blocks human BRCA1 BRCT binding to phosphopeptide, green readout; P38398; BRCA1 BRCT-phosphopeptide binding, green fluorescence polarization; Potency, µM (top dose mostly 76.9 µM), for inactives: at the highest dose activity change, negative = inhibition, most hits filed as inhibitors; actives 0.05% (n = 75,000);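 further: potency means the concentration at half of the fitted maximal effect; plate controls were peptide without protein for full effect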
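Compounds were incubated for 12 min at room temperature with a complex of 100 nM fluorescein-tagged pBACH1 decapeptide and 250 nM His-tagged BRCT protein. Buffer was phosphate pH 7.3 with EDTA, DTT and Tween 20. Disruption of binding lowers the polarization signal.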
An asterisk follows results filed as active; i = inactive; u = inconclusive; x = no result given; [ ] = dose if it differs, or a comment. Unless noted, the call rests on the fitted dose curve; in most records, active means well fitted curve in the direction sought with a large enough effect; inconclusive means small, poorly fitted or top-dose-only effect, or another doubt; inactive means no such curve, though single readings can be large; an effect the other way counts as inactive or inconclusive. Only part of the results is shown (hit frequency here may not be typical).

canonical_smiles | Caspase-1 inhib | Rhodamine autofl | 4-MU autofl | Fluorescein fluor | USP2a inh | Caspase-7 inhib | TexasRed autofl | BRCT inh red | HEK293 cAMP ctrl | A350 autofl | BRCT PPI green
COc1ccccc1C(=O)Oc1ccc(N2C(=O)CCC2=O)cc1 | 1% | i | i | i | -1% | 2% | i | -0.8% | -6% | u | -2.0%
COC(=O)CSc1nnnn1-c1cccc2ccccc12 | -1% | i | i | u | 1% | -1% | i | -1.2% | 3% | i | -0.7%
O=C(O)C1CC(=O)N(Cc2ccc(F)cc2)C1 (stereo unspecified) | 1% | i | i | i | -9% | 1% | i | -0.4% | -1% | i | -2.3%
COc1ccc(CN2C(=O)CCC2(C)C(=O)NCc2cccnc2)c(OC)c1 (stereo unspecified) | 2% | i | u | u | 0% | -2% | i | 0.0% | 1% | u | 2.0%
CCOc1ccccc1-n1nnnc1SCc1nc2ccccc2s1 | u | i | i | u | 7% | -13% | i | -2.2% | u | i | 2.3%
O=C(O)CCc1ccc(-c2ccc(F)cc2)n1Cc1ccco1 | -3% | i | u | i | 5% | -6% | i | 0.5% | 4% | 1e-08M* | 0.8%
Cc1c(C(=O)N2CCCc3ccccc32)oc2ccc(S(=O)(=O)N3CCOCC3)cc12 | -8% | i | 1.5e-07M* | u | 48%[activator] | -6% | i | 1.6% | 29% | 1.9e-07M* | -0.3%
COc1cccc(CC(NC(C)=O)C(=O)NC2CCN(c3nc(C)cc(C)c3C#N)CC2)c1 (stereo unspecified) | -3% | i | 6.4e-08M* | u | 23% | -4% | i | -1.4% | 109% | 9e-08M* | 1.6%
N#C/C(=C(/O)CSc1nnc(Cc2cccs2)n1C1CCCCC1)c1nc2ccccc2[nH]1 | -12% | i | u | u | 21% | -19% | i | 0.7% | 10% | u | 16%
CCOc1ccc(N(CC(=O)NCc2ccc(F)cc2)S(=O)(=O)c2c(C)noc2C)cc1 | -1% | x | x | x | x | -3% | x | 0.0% | 8% | x | -1.1%
Cc1ccc(C(O)c2nc3ccccc3n2C(C)C)cc1 (stereo unspecified) | -1% | i | i | i | 14% | -1% | i | -0.7% | u | i | -1.1%
CC(C)[C@H](NC(=O)NC1CCCc2ccccc21)C(=O)O (stereo partly specified) | 1% | i | i | i | -4% | -1% | i | 0.4% | 9% | i | -1.6%
COc1ncc2nc(-c3ccc(F)cc3)c(=O)n(Cc3ccc(F)cc3)c2n1 | u | i | u | i | 25% | u | i | -2.4% | 15% | u | -2.9%
COC(=O)[C@@]1(Cc2ccccc2)[C@H]2c3cc(C(=O)N4CCCC4)n(CCSCCO)c3C[C@H]2CN1C(=O)c1ccccc1 | -2% | x | x | x | x | 0% | x | -0.1% | u | x | 2.3%
Nc1nnnn1/N=C/C=C/c1ccccc1 | -2% | i | u | i | 31%[activator] | -4% | i | -1.5% | 7% | u | -1.9%
COc1cccc(-n2c(=O)[nH]cc(C(=O)Nc3ccc4c(c3)OCCO4)c2=O)c1 | -2% | x | x | x | x | -1% | x | 0.4% | 25% | x | -0.3%
CCCCN(C)Cc1c(C)[nH]c2ccc(Cl)cc2c1=O | 1% | i | i | i | -10% | -1% | i | -2.2% | 4% | i | 1.1%
COc1ccccc1-c1nccc(Nc2ccc(F)cc2)n1 | -7% | i | i | u | 87%[activator] | -11% | i | -0.8% | u | i | -1.7%
Cc1nc2ncnn2c(C)c1CCC(=O)Nc1ccc(S(=O)(=O)N2CCCCCC2)cc1 | 0% | i | i | u | 50%[activator] | 1% | i | -2.8% | 4% | i | 1.5%
Nc1cc(N)nc(SCC(=O)Nc2ccc(Br)cc2Cl)n1 | 2% | i | i | i | 7% | -2% | i | -1.3% | -18% | i | 2.4%
Cc1ccc(N2C(=O)c3ccc(C(=O)N4CCN(c5ccccc5F)CC4)cc3C2=O)cc1 | -6% | x | x | x | x | -5% | x | -1.9% | 18% | x | 0.3%
c1csc(-c2nnc(-c3ccc(N4CCOCC4)cc3)o2)c1 | -6% | i | 1.5e-07M* | u | x | -2% | i | -5.2% | 11% | 1.3e-07M* | -3.8%
COc1c(S(=O)(=O)N2CCCCC2)ccc2c(S(=O)(=O)N3CCCCC3)cccc12 | -4% | i | i | i | 13% | -2% | i | 1.5% | 13% | i | -1.2%
CN(C)c1ccc(NC(=O)Cn2cc3c(n2)CCCC3)cc1 | -3% | x | x | x | x | -3% | x | -0.6% | u | x | -2.5%
CCS(=O)(=O)Nc1ccc(-c2nnc(SCC(=O)OC)o2)cc1 | 4% | i | i | u | -9% | 0% | u | -6.0% | -14% | i | -0.9%
COC(=O)c1ccc(NC(=O)Nc2ccc(F)cc2)cc1 | 3% | i | i | u | -1% | -2% | i | 0.7% | 15% | i | -1.4%
CCN(CC)CCNC(=O)c1ccc2c(c1)ncn2C1CCCCC1 | 2% | i | i | i | 13% | 2% | i | 0.9% | 13% | i | 0.0%
COc1ccccc1N(CC(=O)NC1CCCCC1)S(C)(=O)=O | -3% | x | x | x | 4% | 0% | x | 0.6% | 12% | x | -1.1%
C[N+](C)(C)CCOP(=O)([O-])OP(=O)(O)OCC1OC(n2ccc(N)nc2=O)C(O)C1O (stereo unspecified) | 3% | x | x | x | -12% | -1% | x | 0.5% | x | x | 0.0%[3.08 µM]
CCn1c(Sc2nc(C)nc3scc(-c4cccs4)c23)n[nH]c1=O | 0% | i | i | u | 9% | -2% | u | -0.6% | 28% | u | 2.3%

Reprinted from the part before: 2 compounds; new compounds follow.
canonical_smiles | Caspase-1 inhib | Rhodamine autofl | 4-MU autofl | Fluorescein fluor | USP2a inh | Caspase-7 inhib | TexasRed autofl | BRCT inh red | HEK293 cAMP ctrl | A350 autofl | BRCT PPI green
C[N+](C)(C)CCOP(=O)([O-])OP(=O)(O)OCC1OC(n2ccc(N)nc2=O)C(O)C1O (stereo unspecified) | 3% | x | x | x | -12% | -1% | x | 0.5% | x | x | 0.0%[3.08 µM]
CCn1c(Sc2nc(C)nc3scc(-c4cccs4)c23)n[nH]c1=O | 0% | i | i | u | 9% | -2% | u | -0.6% | 28% | u | 2.3%
CCc1cc(=O)oc2cc(C)c3c(C)coc3c12 | 0% | i | 3.2e-08M* | i | 3% | -1% | u | 0.1% | 12% | 3.8e-08M* | -1.6%
C=CCn1c(SCC(=O)Nc2ccc(N(C)C)cc2)nnc1-c1cccc(C)c1 | -2% | i | i | i | 28% | -1% | i | -1.4% | -5% | i | -2.1%
c1ccc2c(-c3nc(C4CCCCC4)no3)cc(-c3ccncc3)nc2c1 | 1% | i | 2.3e-08M* | u | -21% | -3% | u | 0.9% | -5% | 2.1e-08M* | -2.8%
Cc1ccc2[nH]c(=O)c(CN(Cc3ccc4c(c3)OCO4)Cc3nnnn3Cc3ccco3)cc2c1 | -15% | i | u | i | 39%[activator] | -12% | i | -2.1% | u | u | 5.4%
O=C1CC(CCC(=O)NC2CC2)c2ccccc2N1 (stereo unspecified) | 2% | i | i | i | 6% | 0% | i | -0.5% | 0% | i | -0.6%
CCn1cnc2cc(NCc3cccc(OC)c3O)ccc21 | 0% | i | i | u | 2% | -1% | i | 0.1% | -5% | i | -2.1%
CCOC(=O)CSc1ncnc2c1cnn2-c1ccc(Cl)cc1 | -2% | i | i | i | x | 2% | i | -0.5% | 13% | i | 2.1%
O=C(O)c1ccc(NS(=O)(=O)c2cccc3nsnc23)cc1 | -1% | i | i | i | -8% | 0% | i | 1.4% | 3% | i | -1.6%
CC(C)OCCCN1C(=O)c2[nH]nc(-c3ccccc3O)c2C1c1cccc(Cl)c1 (stereo unspecified) | -6% | i | i | i | 23% | -5% | i | -1.3% | u | i | 3.2%
O=C(c1ccco1)N(CCCN1CCOCC1)c1nc(-c2ccc(F)cc2)cs1 | -5% | i | i | i | 41%[activator] | -3% | i | 1.2% | u | i | 0.4%
COc1ccc(NC(=O)c2cc(S(=O)(=O)N3CCCCC3)ccc2N2CCCCC2)cn1 | -5% | i | 1.3e-08M* | i | 28% | -2% | i | -0.8% | 25% | 1.6e-08M* | -0.4%
CN1CCN(c2nc3nonc3nc2N2CCN(C)CC2)CC1 | -6% | i | i | u | -5% | -3% | i | -2.4% | 5% | i | -1.5%

Taken from the listing for reference:
canonical_smiles | Caspase-1 inhib | Rhodamine autofl | 4-MU autofl | Fluorescein fluor | USP2a inh | Caspase-7 inhib | TexasRed autofl | BRCT inh red | HEK293 cAMP ctrl | A350 autofl | BRCT PPI green
COc1ccccc1C(=O)Oc1ccc(N2C(=O)CCC2=O)cc1 | 1% | i | i | i | -1% | 2% | i | -0.8% | -6% | u | -2.0%
COC(=O)CSc1nnnn1-c1cccc2ccccc12 | -1% | i | i | u | 1% | -1% | i | -1.2% | 3% | i | -0.7%
O=C(O)C1CC(=O)N(Cc2ccc(F)cc2)C1 (stereo unspecified) | 1% | i | i | i | -9% | 1% | i | -0.4% | -1% | i | -2.3%
COc1ccc(CN2C(=O)CCC2(C)C(=O)NCc2cccnc2)c(OC)c1 (stereo unspecified) | 2% | i | u | u | 0% | -2% | i | 0.0% | 1% | u | 2.0%
